PTHR1 agonist = PTHR1 (human) receptor agonism. AID 743266. 410,000 tested, 0.075% active. Q03431. Potency, µM (doses to about 115 µM), inactives show at the top dose activation, hits mostly activators. HEK293 GP2 PTHR1 cells, GloSensor cAMP luminescence, 1 h; note: potency is the fitted concentration of half-maximal effect; nearly all actives have a fitted effect of over 55% in size; some results filed as inactive show a strong effect at the top dose; inactives centre near -15; many of its hits are not listed in these tables
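HEK-293-derived GP2 cells expressing PTHR1 and a GloSensor cAMP reporter, 3,000/well, plated overnight, given luciferin plus IBMX (each 0.5 mM as added) for 1 h at 37 °C, then compound for 1 h at 37 °C. Luminescence was read after 15 min at room temperature.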
Akt phos inh = blocks phosphorylation of Akt | Neuro2A IGF-stimulated pAkt S473 HTRF, 20 min; hits give low values | activity change, % for hits at 50 µM | 360,000 tested, 0.32% active; in the data active = activity change below about -80%; inconclusive = mostly about -51% to -80%; note: % is set by controls: 0 for no effect and ±100 for the full control effect
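Neuro2A cells in DMEM with 0.5% FBS, overnight at 37 deg C, given compound at single 50 µM final, then IGF (6 nM final) for 20 min at 37 deg C. Lysed; phospho-Akt Ser473 by HTRF after 24 h, 665/615 ratio.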
DRD3 agonist = agonists of human D3 dopamine receptor; P35462; D3R DiscoveRx beta-arrestin cells, luminescence, 90 min; max activation, %; 410,000 tested, 0.58% active; AID 652048; in the data active = max activation above about 30%; note: 0% is about no effect; mostly tested at two doses, the higher about 12 µM
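Cells at 1500/well, incubated overnight, then treated with pinned compounds (dopamine as control) for 90 min at 37 degrees C. DiscoveRx reagent added for 30 - 60 minutes at room temperature; luminescence read.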
CCT chaperon mod = cytosolic chaperonin activity modulation; purified chaperonin ATPase assay, HTRF ADP detection, 30 min; activity change, % (concentration not given with the values), hits read low; 360,000 tested, 0.3% active; in the data active = activity change below about -30%; note: % is set by controls: 0 for no effect and ±100 for the full control effect
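We incubate TRiC, 40 or 20 nM final, with library compounds at 76 uM and 10 uM ATP for 30 min at 37 °C. ADP formed is detected with Transcreener HTRF reagents after 30 min at room temperature.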
Mm-Cpn inhibitor = blocks the Methanococcus maripaludis chaperonin Mm-Cpn | purified Mm-Cpn ATPase, ADP Transcreener TR-FRET | Potency, µM (series often up to 76.9 µM), for the others: at the top dose activity, negative = inhibition, most hits filed as inhibitors | 330,000 tested, 0.031% active; note: potency is the fitted concentration of half-maximal effect; % is set by controls: 0 for no effect and ±100 for the full control effect; nearly all actives have a fitted effect of over 80% in size
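Measured: ADP formation by purified Mm-CPN. Conditions: 25 nM protein, 10 uM ATP, Tris pH 7.4 with Mg2+, K+ and DTT, 37°C for 30 min. Detection: Transcreener HTRF after 30 min at room temperature.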
EPAC2 ag = EPAC2 (human) agonism | Q8WZA2 | EPAC2 activation, biochemical qHTS; response scale: 100% = 6.5 mM cAMP response | Potency, µM (series often up to 154 µM), inactives show top-dose activation, hits mostly activators | 360,000 tested, 0.079% active; note: potency is the fitted concentration of half-maximal effect; nearly all actives have a fitted effect of over 50% in size
Target sequence (Q8WZA2 whole entry, looked up): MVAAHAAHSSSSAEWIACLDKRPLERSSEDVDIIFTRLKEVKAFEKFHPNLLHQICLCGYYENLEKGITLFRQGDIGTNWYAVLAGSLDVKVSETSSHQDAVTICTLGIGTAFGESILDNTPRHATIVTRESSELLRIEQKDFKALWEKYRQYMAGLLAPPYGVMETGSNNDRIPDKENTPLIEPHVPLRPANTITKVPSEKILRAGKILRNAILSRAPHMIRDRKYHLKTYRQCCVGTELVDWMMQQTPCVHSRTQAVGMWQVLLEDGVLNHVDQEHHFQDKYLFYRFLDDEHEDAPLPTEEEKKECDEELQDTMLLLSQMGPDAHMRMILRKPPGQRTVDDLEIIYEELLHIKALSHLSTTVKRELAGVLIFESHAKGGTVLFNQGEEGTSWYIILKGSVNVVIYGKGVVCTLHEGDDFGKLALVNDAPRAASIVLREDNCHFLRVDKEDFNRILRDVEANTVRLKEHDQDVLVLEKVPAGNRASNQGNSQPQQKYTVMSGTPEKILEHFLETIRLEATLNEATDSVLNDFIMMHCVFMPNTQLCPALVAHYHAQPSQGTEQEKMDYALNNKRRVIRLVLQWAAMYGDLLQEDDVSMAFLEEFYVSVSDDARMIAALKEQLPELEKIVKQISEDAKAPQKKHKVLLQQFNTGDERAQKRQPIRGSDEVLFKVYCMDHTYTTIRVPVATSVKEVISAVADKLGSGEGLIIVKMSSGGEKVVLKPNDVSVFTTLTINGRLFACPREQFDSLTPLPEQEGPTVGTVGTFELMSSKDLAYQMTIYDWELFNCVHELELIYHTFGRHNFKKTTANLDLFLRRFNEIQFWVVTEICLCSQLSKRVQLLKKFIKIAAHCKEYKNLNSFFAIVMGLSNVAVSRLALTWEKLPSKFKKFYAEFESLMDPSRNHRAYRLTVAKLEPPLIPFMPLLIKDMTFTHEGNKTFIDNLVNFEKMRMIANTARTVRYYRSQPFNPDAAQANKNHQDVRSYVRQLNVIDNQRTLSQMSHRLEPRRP
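In this primary screen, activation is scored as increased exchange of BODIPY-GDP from Rap1B by 100 nM EPAC2, with 50 uM GDP as competitor. Signal is normalized to the 6.5 mM cAMP agonist control.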
DRD3 antagonist = antagonists of human D3 dopamine receptor | max response, negative = inhibition, % | AID 652054 | P35462 | D3R cells, DiscoveRx beta-arrestin luminescence, antagonist mode; hits give low values | 360,000 tested, 2.5% active; in the data active = max response below about -50%; inconclusive = no clear call, values can overlap the other calls; note: % is set by controls: 0 for no effect and ±100 for the full control effect; mostly tested at two doses, the higher about 12 µM
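Cells expressing the human receptor were seeded at 1500 cells/well, incubated overnight at 37 degrees C in 5% CO2, then exposed to library compounds with dopamine controls for 90 minutes at 37 degrees C before luminescent detection.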
EPAC2 antag = blocks human EPAC2 exchange factor; 360,000 tested, 0.18% active; Potency, µM (series often up to 114 µM), for the others: at the highest dose activity, negative = inhibition, most hits filed as inhibitors; EPAC2 GEF exchange of Rap1B-BODIPY-GDP, fluorescence; note: potency is the fitted concentration of half-maximal effect; % is set by controls: 0 for no effect and ±100 for the full control effect; nearly all actives have a fitted effect of over 45% in size; many of its hits are not listed in these tables
* hit, by the source's call; i = inactive; ? = inconclusive; · = no result given; & = joins results of further samples; [ ] = dose if it differs, or a comment. Unless noted, calls come from the whole dose curve; as a rule, active = well fitted curve in the direction sought with a large enough effect; inconclusive = small, poorly fitted or top-dose-only effect, or another doubt; inactive = no such curve, though single readings can be large; an effect the other way counts as inactive or inconclusive. Not all compounds are listed; rates above refer to the full screens.

SMILES | PTHR1 agonist | Akt phos inh | DRD3 agonist | CCT chaperon mod | Mm-Cpn inhibitor | EPAC2 ag | DRD3 antagonist | EPAC2 antag
COc1cc(OC)cc(C(=O)Nc2ccc3c(c2)COC3=O)c1 | -12% | i | 5 | -2.2 | -3% | 3% | 6 | 2%
O=C(O)c1ccc(CSc2nnc(-c3ccccc3)n2-c2ccccc2)cc1 | i | i | 5 | -1.5 | 0% | 0% | 6 | 2%
N=c1sccn1CC(=O)NCCc1ccc(Cl)cc1 | i | i | -4 | 0.6 | -1% | -9% | -7 | 10%
COc1cccc(-c2c(C(=O)N/N=C(\C)c3ccc(Cl)s3)nnn2-c2nonc2N)c1 | i | i | -5 | 0.6 | 1% | 5% | ? | -1%
O=C(Nc1nc(-c2ccccn2)cs1)c1ccc(-c2ccccc2F)o1 | -11% | i | -11 | 0.1 | -23% | 11% | 10 | -6%
Fc1ccc(OCCOCCNCC2CCCO2)cc1 (stereo not drawn) | -4% | i | -3 | -0.1 | -3% | 8% | -22 | -8%
O=C(COC(=O)c1ccc(Cl)c(S(=O)(=O)NCc2ccccc2)c1)NC1CC1 | -22% | i | -10 | -4.7 | 0% | 9% | -22 | -2%
CCc1nc2oc3cc(OC)ccc3c(=O)c2c(=O)n1Cc1ccccc1 | -1%[57.5 µM] | i | -13 | -3.1 | 1% | 11% | 3 | -3%
COc1ccc(S(=O)(=O)N2CCCC(N(C)CCc3ccccc3)C2)cc1OC (stereo not drawn) | -16% | i | -13 | -2.7 | 0% | -12% | 6 | -9%
O=C(CCc1ccccc1)Nc1cccnc1Cl | i | i | -7 | -0.1 | 1% | 8% | -4 | 3%
CCOc1cc(/C=N\NC(=O)OC)ccc1OC(=O)c1ccco1 | -15% | i | 7 | 1.5 | 1% | 0% | 19 | -14%
Cc1ccc(NC(=O)CN(C)CC(=O)Nc2ccccc2Oc2ccccc2)cc1 | i | i | -5 | -1.4 | -2% | 5% | 8 | -12%
c1ccc(Cn2nnnc2C(c2ccccn2)N2CCOCC2)cc1 (stereo not drawn) | i | i | -2 | -1.1 | -3% | 6% | 10 | -2%
Cc1cccc(C)c1NC(=O)C1C(c2ccccc2)=Nc2ccccc2N1C(=O)c1cnccn1 (stereo not drawn) | -11% | i | -4 | · | · | 11% | ? | 8%
CC1CCCCC1NC(=O)C1CCN(S(=O)(=O)c2cccc3nsnc23)CC1 (stereo not drawn) | i | i | 3 | -1.1 | 1% | 7% | 8 | -1%
COc1cccc(C(c2c(N)[nH]c(=S)[nH]c2=O)c2c(N)[nH]c(=S)[nH]c2=O)c1 | i | i | -6 | -2.6 | -1% | 8% | ? | 2%
Cc1ccc(S(=O)(=O)N2[C@H](c3ccccc3)CC(=O)[C@@H]3CN(S(=O)(=O)c4ccccc4)[C@H](c4ccccc4)C[C@@H]32)cc1 | i | i | -3 | 0.7 | · | 9% | -2 | -9%
CCOCCCNc1nc2c(c(=O)[nH]c(=O)n2C)n1CCCc1ccccc1 | -4%[57.5 µM] | i | 15 | 0.6 | 0% | 2% | -2 | 11%
COC(=O)CC1C(=O)NCCN1C(=O)OC(C)(C)C (stereo not drawn) | -15% | i | -4 | 1.9 | 0% | 0% | 2 | 1%
CCN(CC(=O)Nc1ccc(OC)c(OC)c1)CC(=O)Nc1ccccc1C(F)(F)F | i | i | 8 | -1.3 | 0% | -1% | 1 | -4%
O=C(Cc1c(F)cccc1Cl)Nc1ccon1 | -4%[57.5 µM] | i | -3 | -1.3 | 0% | -8% | 4 | 9%
CCOC(=O)c1cnc2ccc(OCC)cc2c1NCCCN1CCOCC1 | i | i | -3 | -0.6 | 0% | 3% | -4 | 8%
COC(=O)c1ccc(NC(=O)CSc2n[nH]c(-c3ccncc3)n2)cc1 | 0% | i | 0 | -1.3 | -1% | 4% | 1 | 3%
O=C(Nc1ccc(Cl)cc1)c1ccc(-c2ccccn2)s1 | -24% | i | -11 | -2.9 | -3% | -2% | 4 | -8%
COC(=O)C(C)n1nnc2sc(-c3ccccc3)cc2c1=O (stereo not drawn) | -58%&-28%[inhibitor] | i | -5&3 | 2.1 | -1% | -2% | 0 | -3%
Cc1cc(C)n(Cc2ccc(C(=O)N/N=C/c3ccc(-c4ccc([N+](=O)[O-])cc4)o3)o2)n1 | i | i | 7 | -10 | 2% | -5% | 11 | -16%
Cc1ccc(NC(=O)CCNS(=O)(=O)c2ccc3c(c2)oc(=O)n3C)cc1C | -17%[57.5 µM] | ? | 3 | 1.2 | -6% | -1% | -4 | 9%
CC(=O)c1cccc(NC(=O)CCc2nnc3ccc(N4CCOCC4)nn23)c1 | -39%[inhibitor] | i | -2 | -0.3 | 0% | -9% | 15 | 0%
C#CCOCCOCCOCCNc1nc(N2CCN(C(=O)[C@H](CO)n3cc([C@@H](N)C(C)C)nn3)CC2)nc(N2CCN(C(=O)[C@H](CO)n3cc([C@@H](N)C(C)C)nn3)CC2)n1 | i | i | 8 | -2.5 | · | 5% | -17 | 8%
CCOc1ccc(/C=C2\SC(=S)NC2=O)cc1OC | -12% | i | 20 | -1.2 | 2% | 3% | -30 | 13µM*
Cc1n[nH]c(C)c1S(=O)(=O)N(CC(=O)NC1CCCC1)c1ccc(C(C)C)cc1 | -7% | i | 4 | -1.4 | -1% | -12% | 25 | -3%
COCCn1c(SCc2nc3ccccc3c(=O)[nH]2)nc2ccccc2c1=O | i | i | 9 | -4.9 | -3% | -1% | 11 | -13%
O=C(CCC(=O)N1CCOc2ccccc21)Nc1ccc(F)cc1F | -23% | i | -12 | 1.1 | 2% | 1% | -10 | 4%
CNc1nc(C)c(C#N)c(-c2ccccc2)c1C(C)=O | i | i | 7 | 0.2 | 1% | 10% | 0 | 6%
CCc1cc2ccc(C)c(C)c2nc1SCC(=O)NNC(=O)c1ccco1 | -42% | i | 7 | -0.8 | -2% | -2% | 15 | 1%
CCN(CC)C(=O)C1CCCN(c2ccc([N+](=O)[O-])cc2/C=N/NC(=O)c2cccc(Br)c2)C1 (stereo not drawn) | i | i | -3 | -0.5 | -3% | -10% | -10 | -4%
CC(=O)N(CCc1ccccc1)Cc1cc2cc(C)ccc2[nH]c1=O | -22% | i | 1 | 0.4 | 1% | 4% | -21 | 5%
Cc1ccc(N2CCN(C(=S)Nc3ccccc3C)CC2)cc1 | -92%[inhibitor] | i | 6 | 0.2 | -1% | 0% | 16 | -11%
CC(=O)Nc1ccc(CN2CCN(CCC(C)C)C(CCO)C2)cc1 (stereo not drawn) | i | i | -8 | 3.1 | 2% | -8% | 17 | 31%
CC(C)CC(N=C1NC(C)(C)Cc2ccccc21)C(=O)O (stereo not drawn) | i | i | 7 | -3.9 | 1% | 4% | 14 | 9%
O=C(c1cc2cc(Br)ccc2o1)N1CCCC1 | -11% | i | 3 | -2.4 | 1% | 9% | 2 | -29%
O=C(Nc1cccc(Cl)c1)Nc1nc(-c2ccccc2)cs1 | -78%[inhibitor] | i | 13 | 0.4 | 0% | 5% | 13 | 8%
COc1ccc(Br)cc1C(=O)Nc1ccc(NC(=O)c2ccco2)cc1 | -46%[inhibitor][57.5 µM] | i | 2 | -0.8 | -3% | -11% | 10 | 12%
Cc1cc(C)n(-c2nnc3c4ccccc4n(C)c3n2)n1 | -6% | i | 1 | -2.2 | 1% | 3% | -13 | -5%
CCOC(=O)c1c(C)[nH]c(O)c1C=Nc1ccc(Cl)cc1 | i | i | 0 | -2.4 | -2% | -9% | 64 | -2%
O=C(Nc1ccccc1)NC1CCCCNC1=O (stereo not drawn) | i | i | 0 | 3.0 | 1% | -6% | 25 | 1%
CN(C)C(=O)CCc1ccc2c3c([nH]c2c1)[C@]1(CCC2CCCC2)[C@@H](C(=O)N2CCOCC2)C[C@H](CC(=O)NCC24CC5CC(CC(C5)C2)C4)C(=O)N1CC3 | -9% | i | 2 | -2.6 | -2% | 6% | 19 | -7%
Cc1cc(NC(=O)c2ccc3c(c2)C(=O)N(Cc2cccnc2)C3=O)no1 | i | i | -1 | 0.1 | 4% | 7% | -7 | -4%
CCn1c(CNC(=O)c2ccco2)nnc1SCC(=O)Nc1cc(F)ccc1C | i | i | 2 | 1.2 | 0% | 5% | 3 | -6%
CCN(CC)CCCN1C(=O)C(=O)/C(=C(/O)c2ccc(Cl)cc2)C1c1ccccn1 (stereo not drawn) | i | i | -2 | -0.4 | -1% | -2% | 1 | -1%
N#Cc1c(N2CCCC(O)C2)nc(N)c2c(N)nc3c(c12)CC(=O)N3C12CC3CC(CC(C3)C1)C2 (stereo not drawn) | -1%[57.5 µM] | i | -12 | -1.5 | -11% | 4% | ? | 0%
COc1ccc(C(=O)N2CCCCC2C(=O)Nc2ccc(-n3nc(C)cc3C)cc2)o1 (stereo not drawn) | -4% | i | 5 | -3.2 | 0% | -7% | -2 | 0%
COc1ccc(Cl)cc1NC(=O)CN1CCc2ccccc2C1 | -38%[inhibitor] | i | -14 | -1.5 | 2% | 19% | -6 | -19%
Cc1ccc(-c2cc(C(F)F)n3ncc(C(=O)N4CCN5CCCC5C4)c3n2)cc1 (stereo not drawn) | i | · | -21 | -0.6 | -6% | 0%[15.6 µM] | -25 | 2%
OCC1OC(n2cnc3c(N4CCCC4)ncnc32)C(O)C1O (stereo not drawn) | i | i | 2 | -1.8 | · | 10% | 10 | -11%
Cc1cc(-c2c(C)n([O-])c(C)c(C)[n+]2=O)ccc1F | i | i | 1 | 1.3 | 0% | 0% | 5 | -2%

Random excerpt: four entries already listed.
SMILES | PTHR1 agonist | Akt phos inh | DRD3 agonist | CCT chaperon mod | Mm-Cpn inhibitor | EPAC2 ag | DRD3 antagonist | EPAC2 antag
N=c1sccn1CC(=O)NCCc1ccc(Cl)cc1 | i | i | -4 | 0.6 | -1% | -9% | -7 | 10%
c1ccc(Cn2nnnc2C(c2ccccn2)N2CCOCC2)cc1 (stereo not drawn) | i | i | -2 | -1.1 | -3% | 6% | 10 | -2%
CCOC(=O)c1cnc2ccc(OCC)cc2c1NCCCN1CCOCC1 | i | i | -3 | -0.6 | 0% | 3% | -4 | 8%
CN(C)C(=O)CCc1ccc2c3c([nH]c2c1)[C@]1(CCC2CCCC2)[C@@H](C(=O)N2CCOCC2)C[C@H](CC(=O)NCC24CC5CC(CC(C5)C2)C4)C(=O)N1CC3 | -9% | i | 2 | -2.6 | -2% | 6% | 19 | -7%

Assay outcomes: PubChem BioAssay, National Center for Advancing Translational Sciences (NCATS)
